Source: PubChem
NFkB SMM: binders of human NF-kappa-B p105; P19838; calls only; 17,000 tested, 1.3% active; Small molecule microarray, anti-His fluorescence binding;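 active = spot fluorescence over background significantly raised, with a chance value under 7% in all four replicate spots of the compound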;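 also: probe protein is his-tagged human p50 processed subunit at 1 µg/ml; raw spot fluorescence signals with no normalization applied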
Target sequence (P19838 1-433 limits assumed): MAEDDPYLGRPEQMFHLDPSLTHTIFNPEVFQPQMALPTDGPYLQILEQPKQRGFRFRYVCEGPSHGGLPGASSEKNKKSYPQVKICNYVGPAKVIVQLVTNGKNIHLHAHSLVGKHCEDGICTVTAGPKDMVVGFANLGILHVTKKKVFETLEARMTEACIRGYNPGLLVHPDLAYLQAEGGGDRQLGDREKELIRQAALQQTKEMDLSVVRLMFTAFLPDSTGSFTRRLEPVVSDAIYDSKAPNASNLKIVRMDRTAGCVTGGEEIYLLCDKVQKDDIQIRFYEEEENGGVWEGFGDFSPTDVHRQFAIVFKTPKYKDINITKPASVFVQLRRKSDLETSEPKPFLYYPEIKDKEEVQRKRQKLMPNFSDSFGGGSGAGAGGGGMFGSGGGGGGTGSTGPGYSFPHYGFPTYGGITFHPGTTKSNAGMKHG
Calls only; i = inactive; + = active, no number. These rows are one share of the data; rates above refer to the full screens.

A first look:
compound | NFkB SMM
O=C1O[C@H](c2ccccc2)[C@H](c2ccccc2)N2[C@H]1[C@@H](C(=O)O)[C@]1(C(=O)Nc3ccccc31)[C@H]2c1ccc(OCCO)cc1 | i
CC1(O)C(O)C(CO)OC1n1cnc2c(NC3CCCC3)nc(Cl)nc21 (configuration not stated) | i

All compounds of this part (from the top)
compound | NFkB SMM
O=C1O[C@H](c2ccccc2)[C@H](c2ccccc2)N2[C@H]1[C@@H](C(=O)O)[C@]1(C(=O)Nc3ccccc31)[C@H]2c1ccc(OCCO)cc1 | i
CC1(O)C(O)C(CO)OC1n1cnc2c(NC3CCCC3)nc(Cl)nc21 (configuration not stated) | i
CCCc1c(C)nc2ccc(Br)cc2c1SCCC(=O)O | i
NS(=O)(=O)c1ccc(CNC(=O)c2cc(-c3ccccn3)nc3ccc(Br)cc23)cc1 | i
C[C@@H]1CN([C@H](C)CO)C(=O)c2cccc(NS(C)(=O)=O)c2O[C@@H]1CN(C)S(=O)(=O)c1ccc(Cl)cc1 | i
C[C@@H]1CN([C@@H](C)CO)C(=O)c2cc(NC(=O)c3ccncc3)ccc2O[C@@H](C)CCCCO[C@H]1CN(C)C(=O)Cc1ccccc1 | i
CCCn1c(=O)c2[nH]c(-c3ccccc3)nc2n(CCC)c1=O | i
C[C@@H]1CN([C@H](C)CO)C(=O)c2cc(NS(=O)(=O)c3cccs3)ccc2O[C@H]1CN(C)C | i
COc1ccc(S(=O)(=O)N(C)C[C@@H]2Oc3ccc(NC(=O)Cc4cn(C)c5ccccc45)cc3C(=O)N([C@@H](C)CO)C[C@H]2C)cc1 | i
C[C@@H]1CN([C@H](C)CO)C(=O)c2cc(NC(=O)Cc3ccccc3)ccc2O[C@@H]1CN(C)Cc1ccc(C(F)(F)F)cc1 | i
Cc1ccc(S(=O)(=O)N(C)C[C@@H]2Oc3ccc(NC(=O)C4CC4)cc3CC(=O)N([C@H](C)CO)C[C@@H]2C)cc1 | i
Cc1ccc(S(=O)(=O)N(C)C[C@H]2Oc3ccc(NS(=O)(=O)c4ccc(F)cc4)cc3CC(=O)N([C@@H](C)CO)C[C@@H]2C)cc1 | i
CN1CCc2cc3c(cc2C2OC(O)c4c(ccc5c4OCO5)C21)OCO3 (configuration not stated) | i
C[C@H](CO)N1C[C@H](C)[C@H](CN(C)S(=O)(=O)c2cccs2)Oc2ccc(N(C)C)cc2CC1=O | i
C[C@H]1CN([C@@H](C)CO)C(=O)c2cccc(NC(=O)c3ccncc3)c2O[C@@H]1CN(C)S(=O)(=O)c1cccs1 | i
C[C@@H]1CN([C@H](C)CO)C(=O)CCCn2cc(nn2)CO[C@@H]1CN(C)S(=O)(=O)c1ccccc1 | i
C[C@H](CO)N1C[C@H](C)[C@H](CN(C)C(=O)Nc2ccc(F)cc2)Oc2ccc(NS(=O)(=O)c3cn(C)cn3)cc2C1=O | i
Cc1noc(C)c1S(=O)(=O)Nc1ccc2c(c1)C(=O)N([C@@H](C)CO)C[C@H](C)[C@@H](CN(C)S(=O)(=O)c1c(C)noc1C)OCCCC[C@H](C)O2 | i
C[C@H](CO)N1C[C@H](C)[C@H](CN(C)C(=O)Nc2ccc(C(F)(F)F)cc2)OCc2cnnn2CCCC1=O | i
C=CCSC1=N[C@@]2(COCc3ccc(OC)cc3)Oc3ccccc3[C@H]([C@H]2CO[Si](C)(C)C(C)(C)C)N1C(=O)c1ccccc1 | i
CC(C)NC(=O)N(C)C[C@H]1OCCCC[C@@H](C)Oc2ccc(N(C)C)cc2C(=O)N([C@@H](C)CO)C[C@H]1C | i
c1ccc2c(c1)[nH]c1nc(SCCN3CCCCC3)nnc12 | i
CC(C)NC(=O)N(C)C[C@@H]1OCCCC[C@H](C)Oc2ccc(NS(C)(=O)=O)cc2C(=O)N([C@@H](C)CO)C[C@H]1C | i
Cc1noc(C)c1NC(=O)N(C)C[C@H]1Oc2ccc(NC(=O)NC(C)C)cc2CC(=O)N([C@H](C)CO)C[C@H]1C | i
COc1ccc(S(=O)(=O)Nc2cccc3c2O[C@H](CN(C)S(=O)(=O)c2ccc(F)cc2)[C@H](C)CN([C@H](C)CO)C3=O)cc1 | i
C[C@H]1CCCCO[C@H](CN(C)C(=O)Nc2ccc3c(c2)OCO3)[C@@H](C)CN([C@@H](C)CO)C(=O)c2cc(NS(=O)(=O)c3ccc(F)cc3)ccc2O1 | i
CCCN(C)C[C@@H]1OCCCC[C@H](C)Oc2ccc(NS(=O)(=O)c3ccc(C)cc3)cc2C(=O)N([C@H](C)CO)C[C@@H]1C | i
C[C@H](CO)N1C[C@H](C)[C@H](CN(C)CC2CC2)OCCCC[C@H](C)Oc2ccc(NC(=O)C3CCCCC3)cc2C1=O | i
COc1ccc(NC(=O)CSc2n[nH]c(-c3ccc(Cl)cc3Cl)n2)cc1 | i
C[C@@H]1CCCCO[C@@H](CN(C)C(=O)Cc2ccccc2)[C@H](C)CN([C@@H](C)CO)C(=O)c2cc(NC(=O)Nc3ccc(F)cc3)ccc2O1 | +
COc1ccc(S(=O)(=O)Nc2cccc3c2O[C@H](CN(C)S(=O)(=O)c2ccc(F)cc2)[C@@H](C)CN([C@H](C)CO)C3=O)cc1 | i
C[C@H]1CN([C@@H](C)CO)C(=O)c2cccc(NC(=O)C3CC3)c2O[C@@H]1CN(C)Cc1ccc(C(F)(F)F)cc1 | i
C[C@@H]1CN([C@H](C)CO)C(=O)CCCn2cc(nn2)CO[C@H]1CN(C)C(=O)Cc1ccccc1 | i
COc1ccc(CN(C)C[C@@H]2Oc3ccc(NC(=O)CCC(F)(F)F)cc3C(=O)N([C@@H](C)CO)C[C@H]2C)cc1 | i
C[C@@H]1CN([C@H](C)CO)C(=O)c2cc(NC(=O)C3CC3)ccc2O[C@@H]1CN(C)S(=O)(=O)c1cccs1 | i
C[C@H]1CN([C@@H](C)CO)C(=O)c2cc(NC(=O)Cn3cnnn3)ccc2O[C@@H]1CN(C)S(=O)(=O)c1cccs1 | i
O=C(COc1ccc(Cl)cc1CO)Nc1ccccc1F | i
O=C(CSc1nnc(-c2ccncc2)n1-c1ccccc1)Nc1c(Cl)cccc1Cl | i
Cc1ccccc1-c1cc(C(=O)NCCCn2cc(Br)cn2)c2ccccc2n1 | i
CCCCCCC(=O)OC1CC(C)(C)NC(C)(C)C1 | i
C=C[C@H](COC(C)=O)N(C(=O)OC(C)(C)C)S(=O)(=O)c1ccc(Br)cc1 | i
Cc1ccc(S(=O)(=O)N2CCN(c3nc4ccccc4nc3-n3nc(C)cc3C)CC2)cc1 | i
CC1=CC(=O)CC(C)(C)[C@@]1(O)/C=C/C(C)O[C@@H]1O[C@H](CO)[C@@H](O)[C@H](O)[C@H]1O (some centres not stated) | i
COCC1=C2[C@@H](c3ccccc3)OB(O)C[C@@H]2n2c(=O)n(-c3ccccc3)c(=O)n2C1 | i
CNC[C@H]1Oc2c(NS(=O)(=O)c3cn(C)cn3)cccc2C(=O)N([C@H](C)CO)C[C@H]1C | i
COc1ccc(-c2oc3c(OC)c(OC)c(OC)c(O)c3c(=O)c2OC)cc1OC | i
C[C@@H]1CN([C@H](C)CO)C(=O)c2cc(NC(=O)Nc3ccc(F)cc3)ccc2O[C@@H]1CN(C)S(=O)(=O)c1cccs1 | i
CC1(C)CC[C@@]2(C(=O)O[C@@H]3O[C@H](CO)[C@@H](O)[C@H](O)[C@H]3O)C(C1)C1=CCC3[C@@]4(C)CC[C@@H](O[C@@H]5O[C@H](CO)[C@@H](O)[C@H](O)[C@H]5O[C@@H]5O[C@H](CO)[C@@H](O)[C@H](O)[C@H]5O)C(C)(C)C4CC[C@@]3(C)[C@]1(C)C[C@H]2O (some centres not stated) | i
COc1ccccc1N1CCN(CC(C(=O)NC(C)(C)C)c2ccccc2)CC1 (configuration not stated) | i
C[C@H]1CN([C@@H](C)CO)C(=O)c2cccc(NS(=O)(=O)c3cn(C)cn3)c2O[C@H]1CN(C)S(=O)(=O)c1ccc(F)cc1 | i

Gathered by group: the compounds so far containing a COOH group
compound | NFkB SMM
O=C1O[C@H](c2ccccc2)[C@H](c2ccccc2)N2[C@H]1[C@@H](C(=O)O)[C@]1(C(=O)Nc3ccccc31)[C@H]2c1ccc(OCCO)cc1 | i
CCCc1c(C)nc2ccc(Br)cc2c1SCCC(=O)O | i

Three entries already listed, ordered by molar mass, ascending.
compound | NFkB SMM
COc1ccc(-c2oc3c(OC)c(OC)c(OC)c(O)c3c(=O)c2OC)cc1OC | i
COCC1=C2[C@@H](c3ccccc3)OB(O)C[C@@H]2n2c(=O)n(-c3ccccc3)c(=O)n2C1 | i
C[C@@H]1CN([C@H](C)CO)C(=O)c2cc(NC(=O)Nc3ccc(F)cc3)ccc2O[C@@H]1CN(C)S(=O)(=O)c1cccs1 | i

The results go on:
compound | NFkB SMM
Cc1ccc(S(=O)(=O)N(C)C[C@H]2Oc3c(NS(=O)(=O)c4ccccc4)cccc3C(=O)N([C@@H](C)CO)C[C@H]2C)cc1 | i
C[C@]12C=CC(=O)N1CCc1c2[nH]c2ccccc12 | i
Cn1c(SCC(=O)Nc2ccccc2)nnc1-c1ccccc1F | i
C[C@H]1CN([C@@H](C)CO)C(=O)c2cc(NC(=O)Cc3ccccc3)ccc2O[C@H]1CN(C)CC1CC1 | i
C[C@@H]1CCCCO[C@H](CN(C)C(=O)Nc2ccccc2)[C@@H](C)CN([C@@H](C)CO)C(=O)c2cc(NC(=O)CCC(F)(F)F)ccc2O1 | i
COC1OC(OC)C(O)(CC[C@@]2(O)[C@H](C)C[C@@H](O)C3[C@@](C)(CO)CCC[C@]32C)C1O (some centres not stated) | i
C#CCNC(=O)C1=C[C@H](c2ccc3c(c2)OCO3)[C@@H](CCCO)[C@H](OCC)O1 | i
O=C1c2c(O)cc(O)cc2O[C@H](c2ccccc2)[C@H]1O | i
CCc1cc2c(NCC3CCCO3)ncnc2s1 (configuration not stated) | i
C[C@@H]1CN([C@@H](C)CO)C(=O)c2cc(NS(=O)(=O)c3ccccc3)ccc2O[C@@H](C)CCCCO[C@H]1CN(C)S(=O)(=O)c1cccs1 | i
CNC[C@H]1Oc2ccc(NC(=O)Cc3ccccc3)cc2CC(=O)N([C@H](C)CO)C[C@H]1C | i
O=C(C1=C[C@@H](c2ccc(Br)cc2)C[C@@H](OCc2ccc(CO)cc2)O1)N1CCCC1 | i
C[C@@H]1CN([C@H](C)CO)C(=O)c2cc(NS(=O)(=O)c3cn(C)cn3)ccc2O[C@H]1CN(C)C(=O)NC1CCCCC1 | i
CCN(CC(=O)Nc1ccc(Br)cc1F)S(=O)(=O)c1ccc(Cl)cc1 | i
COC(=O)c1cn(CC(=O)Nc2ccccc2C(F)(F)F)c2ccccc12 | i
C[C@H]1CN([C@@H](C)CO)C(=O)CCCn2cc(nn2)CO[C@H]1CN(C)Cc1ccc2c(c1)OCO2 | i
COc1ccc(NC(=O)Nc2ccc3c(c2)C(=O)N([C@@H](C)CO)C[C@@H](C)[C@H](CN(C)C)O3)cc1 | i
COc1ccc(NC(=O)Nc2ccc3c(c2)C(=O)N([C@@H](C)CO)C[C@H](C)[C@@H](CN(C)S(=O)(=O)c2ccc(OC)cc2)O3)cc1 | i
CC(C)NC(=O)Nc1ccc2c(c1)C(=O)N([C@H](C)CO)C[C@H](C)[C@@H](CN(C)C(=O)c1ccncc1)OCCCC[C@H](C)O2 | i
C[C@H](CO)N1C[C@H](C)[C@H](CN(C)Cc2ccncc2)Oc2ccc(NC(=O)Nc3cccc4ccccc34)cc2CC1=O | i
C[C@H]1CN([C@@H](C)CO)C(=O)Cc2cc(NC(=O)Nc3ccccc3)ccc2O[C@H]1CN(C)C(=O)Nc1ccc(C(F)(F)F)cc1 | i
C[C@@H]1CN([C@H](C)CO)C(=O)c2cccc(NC(=O)Nc3ccc4c(c3)OCO4)c2O[C@H]1CN(C)C(=O)NC1CCCCC1 | i
C[C@H](CO)N1C[C@H](C)[C@H](CN(C)CC2CCCCC2)Oc2ccc(NC(=O)Nc3ccc4c(c3)OCO4)cc2C1=O | i
CC(=O)N1CCN(c2ccc(N)cc2)CC1 | i
C[C@@H]1CN([C@H](C)CO)C(=O)Cc2cc(NC(=O)NC3CCCCC3)ccc2O[C@@H]1CN(C)Cc1ccncc1 | i
COc1cccc(NC(=O)CSc2nnc(-c3ccccc3O)n2-c2ccccc2)c1 | i
Cc1oc(-c2ccc3c(c2)OCCO3)cc1C(=O)NCC(=O)O | i
C[C@H]1CN([C@@H](C)CO)C(=O)c2cccc(NS(=O)(=O)c3cccs3)c2O[C@H]1CN(C)Cc1ccc(C(F)(F)F)cc1 | i
Cc1ncc([N+](=O)[O-])n1Cc1n[nH]c(=S)n1C | i
COC(=O)c1ccc(NCc2cc(O)ccc2O)cc1 | i
C[C@@H]1CN([C@H](C)CO)C(=O)CCCn2cc(nn2)CO[C@@H]1CN(C)S(=O)(=O)c1ccc(Oc2ccccc2)nc1 | i
C[C@@H]1CN([C@H](C)CO)C(=O)c2cc(NC(=O)Nc3ccc4c(c3)OCO4)ccc2O[C@@H](C)CCCCO[C@@H]1CN(C)C(=O)c1ccccc1 | i
C[C@H](CO)N1C[C@H](C)[C@@H](CN(C)S(=O)(=O)c2cccs2)Oc2c(NC(=O)C3CCOCC3)cccc2C1=O | i
COc1ccc(CN(C)C[C@@H]2Oc3c(NC(=O)c4ccncc4)cccc3C(=O)N([C@H](C)CO)C[C@H]2C)cc1 | i
C[C@H](CO)N1C[C@H](C)[C@H](CN(C)C(=O)Nc2cccc3ccccc23)Oc2c(NC(=O)Nc3cccc4ccccc34)cccc2C1=O | i
COC(=O)CSc1nnc(-c2cc(OC)c(OC)c(OC)c2)n1C | i
CN1CCN(CCc2ccc(Cl)c(Cl)c2)CC1 | i
C[C@@H]1CN([C@@H](C)CO)C(=O)c2cc(N(C)C)ccc2O[C@@H](C)CCCCO[C@@H]1CN(C)C(=O)CCCN(C)C | i
Cc1noc(C)c1NC(=O)N(C)C[C@H]1OCCCC[C@@H](C)Oc2ccc(N(C)C)cc2C(=O)N([C@H](C)CO)C[C@@H]1C | i
